Screening data deposited in PubChem by several laboratories.
HTR5A inv ctr: counter-screen for OPRM1-OPRD1 inverse agonists: human HTR5A inverse agonism | P47898 | HTR5A cell line, luminescence | inhibition, % at 9.3 µM | 0.083% of 340,000 active; in the data active = inhibition mostly above about 23%, no sharp cut-off; inactive = mostly below about 18%;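 also: 0% = cells with DMSO and 100% = no-cell wells with DMSO; some compounds called inactive have numbers as strong as hits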
Tat transport: E. coli Tat transport inhibition; inhibition, % at 10 µM; E. coli MC4100 TorA-mCherry Tat export, fluorescence; AID 488895; 0.036% of 340,000 active;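 active = mean replicate inhibition at least 50% and at least half of replicates individually reaching 50%; inconclusive = only one of the two criteria met; inactive = neither criterion met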;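 also: exported cargo escapes ClpAP degradation while cytoplasmic cargo is degraded and loses fluorescence; 0% = median of neutral control wells and 100% = median of NaSCN control wells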
CDK5 inh: blocks human CDK5/p35 kinase activity. Q00535+Q15078. Recombinant CDK5/p35, ADP-Glo luminescence, 60 min. inhibition, % at 10 µM. 0.01% of 330,000 active. AID 488839;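 active = highest replicate inhibition of at least 50% and at least 75% of replicates reaching 50%; inconclusive = only one of the two criteria met; inactive = both criteria failed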;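 also: plate controls were DMSO neutral control for no effect and GW8510 at 10 µM for full effect; many of its hits are not listed in these tables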
Target sequence (Q00535 whole entry, looked up): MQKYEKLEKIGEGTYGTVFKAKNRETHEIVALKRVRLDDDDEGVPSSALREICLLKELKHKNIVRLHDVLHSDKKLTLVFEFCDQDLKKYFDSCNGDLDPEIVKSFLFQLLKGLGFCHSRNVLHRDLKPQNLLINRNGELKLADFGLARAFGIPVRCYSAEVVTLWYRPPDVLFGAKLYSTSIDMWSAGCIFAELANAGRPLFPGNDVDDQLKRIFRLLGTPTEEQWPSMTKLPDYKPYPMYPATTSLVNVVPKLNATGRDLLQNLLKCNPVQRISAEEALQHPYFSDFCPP
Target sequence (Q15078 whole entry, looked up): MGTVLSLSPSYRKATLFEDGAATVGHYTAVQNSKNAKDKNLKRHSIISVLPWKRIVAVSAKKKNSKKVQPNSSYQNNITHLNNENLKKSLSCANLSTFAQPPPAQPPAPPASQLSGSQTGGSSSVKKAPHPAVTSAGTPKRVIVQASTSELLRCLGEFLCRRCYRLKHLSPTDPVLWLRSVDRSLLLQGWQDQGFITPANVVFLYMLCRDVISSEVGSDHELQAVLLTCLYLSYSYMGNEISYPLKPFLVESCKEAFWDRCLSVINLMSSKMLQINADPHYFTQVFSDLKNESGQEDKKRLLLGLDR
SUMO Mot1 rescue: inhibitors of SUMOylation pathway: yeast Mot1-301 growth rescue. S. cerevisiae Mot1-301 growth rescue, ATP luminescence, 38.5C; percent above DMSO median, 100 means doubled. growth rescue, % at 18.8 µM. 1% of 320,000 active. AID 2716;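 active = every valid replicate shows activation above 250% relative to neutral control wells; inactive = the rest, any valid replicate at or below 250%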;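 also: OY570 slx delta 5 strain wells were the positive control but not used for scaling; some compounds called inactive have numbers as strong as hits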
PKA-R2B activ: PKA-R2B complex activation; P22694+P31323; PKA-R2B holoenzyme dissociation, Cy5-IP20 fluorescence polarization; R2B truncated from residue 108, S112A mutant; 0% DMSO only, 100% 113 µM cGMP; activation, % at 11.4 µM; 0.079% of 340,000 active; AID 504700;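 active = activation above a cutoff set at the mean over all compounds plus 3 SD, cut at about 18% in these data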;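 also: higher means more holoenzyme dissociation and a rise in polarization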
AddAB inh: less growth of phage-infected E. coli with AddAB; E. coli expressing H. pylori AddAB, absorbance growth; inhibition, % at 11.9 µM; 0.29% of 330,000 active; AID 435030; in the data active = inhibition above about 12%;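 also: 0% = vehicle wells of infected cells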
phage Ecoli inh: E. coli growth loss with phage present; growth absorbance; inhibition, % at 11.9 µM; 0.26% of 360,000 active; in the data active = inhibition above about 11%
DAGLB inh: diacylglycerol lipase beta (human) inhibition; AID 504411; 0.059% of 340,000 active; HEK293T DAGLB membrane lysate, EnzChek fluorogenic substrate; Q8NCG7; inhibition, % at 5.17 µM; in the data active = inhibition above about 34%;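 also: 0% = enzyme with vehicle and 100% = wells lacking enzyme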
HTR5A ag ctr: HTR5A agonism, opioid heterodimer counter-screen | HTR5A agonist assay, luminescence, cell-based | AID 504692 | 0.61% of 340,000 active | activation, % at 9.3 µM; in the data active = activation mostly above about 9.5%, no sharp cut-off; inactive = mostly below about 7.6%;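 also: 0% = cells with vehicle only and 100% = reference agonist; strong numbers were not always called active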
Ecoli viability: reduces bacterial viability in AddAB counter-screen; E. coli V3065 growth, OD600 absorbance, 18 h; inhibition, % at 11.9 µM; 0.27% of 330,000 active;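 active = inhibition above the campaign's mean inhibition across all tested compounds plus 3 SD, cut at about 9.9% in these data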;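 also: uninfected addAB+ strain grown without phage in ampicillin broth; 0% = DMSO wells and 100% = ciprofloxacin 0.95 µg/ml wells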
PKA-R1A activ: activators of PKA-R1A complex; PKA-R1A dissociation, Cy5-IP20 fluorescence polarization; scaled: DMSO 0%, 113 µM cGMP 100%; 0.083% of 340,000 active; P00514+P68181; AID 504707; activation, % at 11.4 µM;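 active = percent activation above the mean of all tested compounds plus 3 SD, cut at about 19% in these data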;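 also: higher means more PKAc released from R1A so a rise in polarization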
* marks the source's active call; other numbers are inactive results; ? = inconclusive; · = not tested or not shown; & = joins results of further samples.

SMILES | HTR5A inv ctr | Tat transport | CDK5 inh | SUMO Mot1 rescue | PKA-R2B activ | AddAB inh | phage Ecoli inh | DAGLB inh | HTR5A ag ctr | Ecoli viability | PKA-R1A activ
CCC(c1nnnn1C(C)(C)CC)N(CCN1CCOCC1)Cc1cc2cc(C)ccc2[nH]c1=O (stereo not given) | -8 | 0 | -0.5 | -3 | -8 | -2.7 | 1.9 | 2 | -2 | -1.2 | -4
CCCc1[nH]c2ccc(C(=O)OC)cc2c1CCC | -19 | 9 | 0.0 | 260 | -9 | 5.8 | 1.8 | -4 | 7 | 1.7 | -2
NS(=O)(=O)c1cc(C(=O)OCC(=O)Nc2ccccc2[N+](=O)[O-])ccc1Cl | -5 | -1 | -3.8 | -5 | 2 | 2.3 | 3.8 | 2 | 2 | -1.7 | -6
Cc1ccc(C(=O)O)cc1-n1c(C)cc(C=O)c1C | -1 | -10 | -1.9 | · | 2 | 2.8 | -0.5 | 0 | 0 | 0.2 | 0
CS(=O)(=O)N(CC(=O)NCc1ccccn1)c1ccc2c(c1)OCCO2 | -7 | -2 | 1.2 | 378 | 0 | 2.3 | 3.2 | -2 | 6 | -0.6 | -6
Cc1nn(-c2ccccc2)c(Cl)c1/C=N/NS(=O)(=O)c1ccc(Br)cc1 | -36 | 4 | 0.4 | 35 | -4 | 0.2 | 0.7 | -1 | 9 | -0.5 | 6
O=C(c1cccc(Br)c1)N1CCCc2ccccc21 | 7 | 5 | 0.1 | -1 | -4 | 2.0 | 1.7 | -4 | -2 | 1.3 | -4
O=C(COC(=O)c1ccc(Br)o1)Nc1cccc(S(=O)(=O)N2CCCCC2)c1 | 4 | 3 | 0.9 | -7 | 4 | -1.1 | 1.6 | 0 | -1 | 0.5 | -5
COC(=O)c1ccc(CO/N=C/c2ccc(OC)cc2)o1 | -16 | -7 | -0.5 | -14 | -12 | 2.0 | 3.2 | -5 | 6 | -2.0 | -4
CC(C(=O)NCCc1ccc(Cl)cc1)n1c(=O)c2cccn2c2cccnc21 (stereo not given) | -13 | 7 | · | -2 | -2 | 3.4 | 1.0 | 0 | 4 | 4.4 | -2
CCOC(=O)N1CCN(C2=NC3(CCCCC3)C(C#N)C(=O)N2)CC1 (stereo not given) | -2 | -3 | -0.6 | -8 | -1 | 1.9 | 1.6 | -1 | -3 | 0.2 | -5
CCC(C)c1ccc(O)c(/C=N/O)c1 (stereo not given) | -10 | -3 | -0.2 | 339 | 3 | 0.7 | 0.9 | -4 | 2 | 0.6 | -1
O=C(Nc1ccccc1C(=O)OCn1nnc2ccccc2c1=O)c1ccco1 | -5 | 1 | 2.8 | 8 | 3 | 2.6 | 2.2 | -3 | 8 | 0.0 | -5
O=C(O)c1ccccc1C(=O)c1cccc2c(F)cccc12 | 5 | -9 | -1.6 | · | -6 | · | 2.1 | 2 | -1 | · | -18
O=C(Nc1ccc(OC(F)(F)F)cc1)c1n[nH]c(Cn2cncn2)n1 | 1 | 0 | -0.7 | 28 | 1 | 0.2 | 2.5 | 3 | 0 | 1.8 | 0
COCC(=O)N1CCC(Oc2ccc(C(=O)NCCCn3cccn3)cc2)CC1 | 5 | -5 | -1.9 | -2 | -2 | -1.5 | 2.0 | 3 | -6 | 0.9 | 6
Cc1ccc(CNC(=O)COC(=O)c2c(C)noc2C)cc1 | -5 | 7 | 1.8 | -4 | -5 | 0.3 | 4.1 | 1 | 0 | -0.6 | 5
COCCNC(=O)NC12CC3CC(CC(C3)C1)C2 | 19 | 13 | 0.1 | 3 | 4 | 2.0 | 1.8 | 0 | 5 | -1.4 | -3
Cc1ccc2c(C)nc(/N=C(\N)NC(=O)N3c4ccccc4Sc4ccccc43)nc2c1 | -11&-10 | ? | 0.8&2.3 | 4 | 2&-7 | 0.6 | 1.8&1.0 | -2&2 | 3&3 | -0.5 | -2&1
COc1ccc(Cl)cc1NC(=O)CN(C)C(=O)CCNC(=O)c1ccccc1OC | -13 | 17 | -1.3 | -8 | 0 | -0.6 | 0.5 | -1 | -3 | 1.4 | 2
Cc1[nH]c2ccccc2c1CCNS(=O)(=O)c1ccc(S(N)(=O)=O)cc1 | -24 | 5 | -6.8 | -23 | 3 | -2.7 | 0.7 | 4 | 6 | -0.1 | -8
Cc1cc(C)cc(N(CC(=O)NC2CCCCC2)C(=O)CCCC(=O)Nc2ccccn2)c1 | 6 | -1 | 0.7 | -4 | 8 | 1.9 | -0.5 | 0 | -2 | -1.9 | -4
Cc1cc(C2=CC(=O)C[C@H](c3ccc4c(c3)OCO4)C2)ccc1F | -6 | 5 | -0.4 | 14 | -1 | 2.4 | 2.7 | -19 | -1 | 1.5 | -2
CC(C)(C)c1cc(C(=O)NNc2cccc(Cl)c2)n(Cc2ccccc2)n1 | 0 | 7 | 1.7 | 23 | 3 | 5.7 | 3.1 | -17 | 10 | 0.0 | -18

A second format for ten compounds above.
Each structure is followed by: HTR5A inv ctr | Tat transport | CDK5 inh | SUMO Mot1 rescue | PKA-R2B activ | AddAB inh | phage Ecoli inh | DAGLB inh | HTR5A ag ctr | Ecoli viability | PKA-R1A activ
CCC(C)c1ccc(O)c(/C=N/O)c1 (stereo not given)
  -10 | -3 | -0.2 | 339 | 3 | 0.7 | 0.9 | -4 | 2 | 0.6 | -1
O=C(Nc1ccccc1C(=O)OCn1nnc2ccccc2c1=O)c1ccco1
  -5 | 1 | 2.8 | 8 | 3 | 2.6 | 2.2 | -3 | 8 | 0.0 | -5
O=C(O)c1ccccc1C(=O)c1cccc2c(F)cccc12
  5 | -9 | -1.6 | · | -6 | · | 2.1 | 2 | -1 | · | -18
O=C(Nc1ccc(OC(F)(F)F)cc1)c1n[nH]c(Cn2cncn2)n1
  1 | 0 | -0.7 | 28 | 1 | 0.2 | 2.5 | 3 | 0 | 1.8 | 0
COCC(=O)N1CCC(Oc2ccc(C(=O)NCCCn3cccn3)cc2)CC1
  5 | -5 | -1.9 | -2 | -2 | -1.5 | 2.0 | 3 | -6 | 0.9 | 6
Cc1ccc(CNC(=O)COC(=O)c2c(C)noc2C)cc1
  -5 | 7 | 1.8 | -4 | -5 | 0.3 | 4.1 | 1 | 0 | -0.6 | 5
COCCNC(=O)NC12CC3CC(CC(C3)C1)C2
  19 | 13 | 0.1 | 3 | 4 | 2.0 | 1.8 | 0 | 5 | -1.4 | -3
Cc1ccc2c(C)nc(/N=C(\N)NC(=O)N3c4ccccc4Sc4ccccc43)nc2c1
  -11&-10 | ? | 0.8&2.3 | 4 | 2&-7 | 0.6 | 1.8&1.0 | -2&2 | 3&3 | -0.5 | -2&1
COc1ccc(Cl)cc1NC(=O)CN(C)C(=O)CCNC(=O)c1ccccc1OC
  -13 | 17 | -1.3 | -8 | 0 | -0.6 | 0.5 | -1 | -3 | 1.4 | 2
Cc1[nH]c2ccccc2c1CCNS(=O)(=O)c1ccc(S(N)(=O)=O)cc1
  -24 | 5 | -6.8 | -23 | 3 | -2.7 | 0.7 | 4 | 6 | -0.1 | -8
